High-throughput results deposited in PubChem by National Center for Advancing Translational Sciences (NCATS).
AmpC det inh: Promiscuous and Specific Inhibitors of AmpC Beta-Lactamase (assay with detergent). P00811. purified AmpC, nitrocefin hydrolysis with detergent. actives 0.09% (n = 71,000). Potency, µM (top dose mostly 28.7 µM), for the others: at the highest dose activity change, negative = inhibition. AID 584, 2007; active means well fitted curve in the direction sought with a large enough effect
Target sequence (P00811 whole entry, looked up): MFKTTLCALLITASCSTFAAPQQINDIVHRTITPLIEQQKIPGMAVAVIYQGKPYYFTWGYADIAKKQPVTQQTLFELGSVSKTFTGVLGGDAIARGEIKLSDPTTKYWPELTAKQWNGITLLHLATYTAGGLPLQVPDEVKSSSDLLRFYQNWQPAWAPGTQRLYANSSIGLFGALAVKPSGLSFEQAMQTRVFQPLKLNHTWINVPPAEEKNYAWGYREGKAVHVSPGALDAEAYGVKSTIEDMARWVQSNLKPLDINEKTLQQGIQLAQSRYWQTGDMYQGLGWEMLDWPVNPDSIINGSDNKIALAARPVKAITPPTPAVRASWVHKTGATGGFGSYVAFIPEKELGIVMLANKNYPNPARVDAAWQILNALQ
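E. coli AmpC (5.3 nM) in 20 mM phosphate pH 7.0 with 0.01% Triton X-100, preincubated 15 min RT with compound; nitrocefin (2 uL of 800 uM stock) hydrolysis followed by 480 nm absorbance every 20 s over 4 min.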
Starred values were filed as active, the others as inactive; & = joins results of further samples; [ ] = another dose, or the depositor's remark. On the % scale 0 is the no-effect control and ±100 the full control effect; potency means the concentration at half of the fitted maximal effect. Some of the compounds tested; rates above refer to the full screens.

smiles,AmpC det inh
CCC(=O)N1c2ccc(S(=O)(=O)CCC(=O)NCCC3=CCCCC3)cc2CC1C (configuration not stated),9%
CN1C(=O)CC(n2c(CO)nc3ccccc32)C1=O (configuration not stated),-5%
Cn1cccc1C(=O)N1CCC2(CC1)CCN(c1ccccc1)CC2,2%
NC(=O)CSc1nc2ccccc2n1-c1ccccc1,4%
Clc1ccc(C(c2ccccc2Cl)C(Cl)Cl)cc1 (configuration not stated),12%
COc1ccccc1CN1CC2(CCN(C(=O)c3ccncc3)CC2)C1,-1%
C=CCC(C#Cc1ccccc1)N(C)C (configuration not stated),2%
O=C(CSc1n[nH]c(-c2ccncc2)n1)c1ccccc1,2%
CCC#N,11%
COc1ccc(NC(=O)CN(C)S(=O)(=O)c2cccc3cccnc23)cc1,13%
NC(=O)c1oc2ccccc2c1NC(=O)c1nc2ccccc2s1,-4%
Cc1ccsc1C(=O)OCC(=O)c1cc2ccccc2o1,-1%
Cc1ccc(OCCn2c(CCCO)nc3ccccc32)cc1,-5%
COc1ccc(C2/C(=C(/O)c3ccccc3)C(=O)C(=O)N2CCN2CCOCC2)c(OC)c1 (configuration not stated),-1%
CCN1CCCC1CNC(=O)c1cc2c(-c3ccc(Cl)cc3)nn(C)c2s1 (configuration not stated),14%
Fc1cccc(Cl)c1Cn1nnc(-c2ccc3c(c2)OCO3)n1,-4%
COc1cc(Cl)c(C)cc1NC(=O)CSc1nc2ccccc2o1,0%
CCn1c(CN2CCN(C(=O)c3ccco3)CC2)nc2c1c(=O)n(C)c(=O)n2C,3%
Cc1nn(Cc2ccc(Cl)cc2)c(C)c1NC(=O)c1cc(-c2ccc3c(c2)OCO3)on1,-7%
CCOCC(O)CSCc1ccc(Cl)cc1 (configuration not stated),-2%
CC(=O)O[C@@H]1CC[C@]2(C)[C@H]3CC[C@]4(C)[C@H](C[C@H]5CCCC[C@@]54C(C)=O)[C@@H]3CC(=O)[C@@]2(O)C1,-2%
CCN1CCN(Cc2ccc(OCc3ccccc3)cc2)CC1,-2%
Cc1[nH]c2ccccc2c1C1=CN2CCS(=O)(=O)N=C2S1,15%
CN(C)CCOC(c1ccccc1)c1ccccc1,-3%[12.8 µM]
O=C(c1ccc2nc(N3CCOCC3)sc2c1)N1CCN(C(=O)c2ccco2)CC1,4%
CC1(C)CC(C#N)(N2CCOCC2)CCO1 (configuration not stated),-2%
CCc1cc2c(CN3CCN(CC)CC3)cc(=O)oc2cc1O,2%
O=C(NCc1ccccn1)c1ccc2nc(-c3ccco3)c(-c3ccco3)nc2c1,-3%
CCOC(=O)N1CCN(C(=O)c2cc(-c3ccc(F)cc3)[nH]c2C)CC1,-1%
O=C(O)C/C=C\CC(=O)O,8%[5.75 µM]
Cc1cccc(CN(C)CCc2ccccn2)c1,-2%
CS(=O)(=O)N1CCC(C(=O)Nc2ccccc2F)CC1,-5%
c1cncc(Nc2nc(-c3ccncc3)cs2)c1,-1%
O=C1c2ccccc2C2(c3ccccc3)NCCN12 (configuration not stated),-2%
Cc1ccccc1NS(=O)(=O)c1ccc2[nH]cc(C(=O)N(C)Cc3ccco3)c(=O)c2c1,1%
O=c1c2c3c(sc2nc2n1CCCCC2)CCCC3,7%
Cc1cc(C)n(C(=O)CNC(=O)Cc2ccccc2)n1,-4%
O=C(CN1C(=O)c2ccccc2S1(=O)=O)N1CCOCC1,1%
O=C(COc1ccccc1)N1CCN(CC(O)COc2ccccc2)CC1 (configuration not stated),0%
c1ccc([C@H](c2cccc3c2ccc2ccccc23)[C@H](c2ccccc2)c2cccc3c2ccc2ccccc23)cc1,-2%[5.75 µM]
CCCCCCOC(=O)C(C#N)c1nc2ccccc2nc1N1CCN(CC)CC1 (configuration not stated),-4%
Cc1c(C(=O)NCC(C)C)sc2nc(-c3ccc(F)cc3)cn12,3%
Cc1noc(C)c1C(=O)Nc1ccccn1,-6%
CC(C)(C)NC(=O)NC(=O)COC(=O)C1CC(=O)N(Cc2ccccc2)C1 (configuration not stated),20%
O=C(COC(=O)Cc1ccc(S(=O)(=O)N2CCOCC2)s1)NCc1ccccc1,-3%
CC1(C)CC(=O)c2cc(C(=O)N3CCCCC3)c(=O)n(-c3ccc(Cl)cc3)c2C1,-5%
C[C@@H](NCc1cc(Br)cc2[nH]c(=O)c(=O)[nH]c12)P(=O)(O)O,-1%
COc1cc(C2NC(C(=O)O)CS2)ccc1OCc1ccccc1C#N (configuration not stated),-1%
CCOC(=O)c1sc(C)c(C(N)=O)c1NC1=NCCCCC1,-3%
Cc1ccc(C2/C(=C(/O)c3ccc(Cl)cc3)C(=O)C(=O)N2CC2CCCO2)o1 (configuration not stated),-3%

Of the compounds above, these have an aryl thioether with sulfur outside any ring:
smiles,AmpC det inh
NC(=O)CSc1nc2ccccc2n1-c1ccccc1,4%
O=C(CSc1n[nH]c(-c2ccncc2)n1)c1ccccc1,2%
COc1cc(Cl)c(C)cc1NC(=O)CSc1nc2ccccc2o1,0%

The listing picks up, starting 4 compounds before the break.
smiles,AmpC det inh
C[C@@H](NCc1cc(Br)cc2[nH]c(=O)c(=O)[nH]c12)P(=O)(O)O,-1%
COc1cc(C2NC(C(=O)O)CS2)ccc1OCc1ccccc1C#N (configuration not stated),-1%
CCOC(=O)c1sc(C)c(C(N)=O)c1NC1=NCCCCC1,-3%
Cc1ccc(C2/C(=C(/O)c3ccc(Cl)cc3)C(=O)C(=O)N2CC2CCCO2)o1 (configuration not stated),-3%
O=C(NCCN1CCOCC1)c1ccc2c(c1)ncn2C1CCCCC1,1%
CCC(=O)Nc1cccc(NC(=O)COc2ccc(OC)cc2)c1,-5%
O=C(O)CCC(=O)N1CCc2cc(S(=O)(=O)NC3CCCC3)ccc21,-1%
O=C(Cn1cnc2c(nnn2-c2ccccc2)c1=O)N1CCC(Cc2ccccc2)CC1,10%
O=C1NC(=O)C2C3c4ccccc4C(c4ccccc43)C12 (configuration not stated),-2%
CCc1ccc(N2CC(C(=O)OCC(=O)Nc3cc(C)on3)CC2=O)cc1 (configuration not stated),-1%
O=c1c2ccccc2nnn1CSc1ncnc2ccccc12,-1%
CCCN(CC1CC1)S(=O)(=O)c1ccc(S(N)(=O)=O)cc1,5%
O=C1CC(C(=O)N(c2ccc(F)cc2)C(C(=O)NC2CCCC2)c2ccccn2)CS1 (configuration not stated),-3%
Cc1ccc2oc(=O)c3cnn(CC(=O)N(CCCN4CCOCC4)Cc4ccco4)c3c2c1,5%
N#C/C(=C\N1CCNC1=S)C(=O)c1ccc2ccccc2c1,-2%[5.75 µM]
COc1ccc(C(=O)N2CCN=C2c2ccccc2)cc1OC,7%
CN1C(=O)c2ccccc2C(C(=O)NCc2ccco2)C1c1c[nH]c2ccccc12 (configuration not stated),-6%
CCCC(=O)Nc1ccc(NC(=O)c2cccc(OC)c2)nc1,-3%
C=CCSc1nc2ccccc2n1Cc1nnc(-c2cccs2)o1,-2%
O=C1C2(Cl)C3(Cl)C4(Cl)C(Cl)(Cl)C5(Cl)C3(Cl)C1(Cl)C5(Cl)C24Cl (configuration not stated),16%&19%
COc1ccc(N2CCN(C(=O)CSc3nc4c(c(=O)n(C)c(=O)n4C)n3C(C)C)CC2)cc1,12%
FC(F)(F)c1cc(CO[C@@H]2CCCN[C@H]2c2ccccc2)cc(C(F)(F)F)c1,-1%
CCCn1nc(C(=O)NCCc2ccc(S(N)(=O)=O)cc2)c2ccccc2c1=O,17%
Cc1cccc(C)c1OC[C@@H](N)C(C)C,-1%
COc1ccc(NC(=O)CN2CCN(c3ccc(Cl)cc3)CC2)c(OC)c1,22%
C=Cc1c(C)c2cc3nc(cc4[nH]c(cc5nc(cc1[nH]2)C(C)=C5CCC(=O)O)c(CCC(=O)OC)c4C)[C@@]1(C)C3=CC=C(C(=O)OC)[C@H]1C(=O)OC (tested in a mixture with another compound),-4%[12.8 µM]
Cc1onc(-c2ccccc2Cl)c1C(=O)Nc1ccc(F)c(F)c1,0%
CCOCCOc1nc2c(c(=O)n(C)c(=O)n2C)n1Cc1ccc(C)cc1,13%
CCOC(=O)C1CCN(c2c(NCc3ccc(C(=O)NC(C)CC)cc3)c(=O)c2=O)CC1 (configuration not stated),39%
O=C(Cn1ncc2c(=O)oc3ccccc3c21)N1CCc2ccccc2C1,12%
CCc1nc(SCC(=O)Nc2cc(C)on2)c2c(=O)n(C)c(=O)n(C)c2n1,9%
Cn1c(C(=O)N(Cc2ccccc2)Cc2cccs2)cc2sccc21,4%
COc1ccc(NC(=O)Nc2nnc(C(C)C)s2)cc1,-3%
Nc1c(C(=O)NC2CCCC2)c2nc3ccccc3nc2n1/N=C/c1cccnc1,11%
CN(C)c1ncc2nc(CCc3ccccc3)c(=O)n(CCc3ccccc3)c2n1,0%
O=C(CC(C(=O)O)N1CCOCC1)Nc1ccc(Cl)cc1 (configuration not stated),-6%
O=c1[nH]c2c(s1)C=Nc1ccccc1N2,5%
Cc1noc(NS(=O)(=O)c2ccc(NC(=O)CSc3nc4ccccc4s3)cc2)c1C,-5%
CCC(C)(C)n1nnnc1C(c1cc2ccc(C)cc2[nH]c1=O)N(Cc1cccnc1)Cc1ccco1 (configuration not stated),-5%
COc1cccc(CNC(=O)c2ccc(NC(=O)C3CCCO3)cc2)c1 (configuration not stated),-6%
COC(=O)[C@@]1(Cc2ccc(F)cc2)[C@H]2c3cc(C(=O)N4CCCC4)n(Cc4ccc(S(C)(=O)=O)cc4)c3C[C@H]2CN1C(=O)c1ccccc1,-2%
CCOC(=O)Cn1c(=O)oc2cc(S(=O)(=O)NCCc3ccc(C)cc3)ccc21,13%
CCc1nnc(NC(=O)c2ccc(S(=O)(=O)N(CC)CC)cc2)s1,11%
O=C1C2CCCN2C(c2ccc(Cl)cc2)N1c1ccccn1 (configuration not stated),-1%
O=C(COc1cccc2cccnc12)N1CCc2ccccc2C1,-1%
c1ccc(COc2ccc(OCCCn3cncn3)cc2)cc1,-6%
O=C(O)c1cccc(OCc2ccccc2Cl)c1,-4%
Cc1ccccc1-n1c(SCC(=O)c2cc(C)n(C)c2C)nnc1-c1ccncc1,21%
O=C(Nc1ncc(Cc2ccccc2)s1)C1CCCO1 (configuration not stated),5%
COC(=O)CSc1nc2nc(C)cc(C)n2n1,14%
O=C(O)c1ccc(C(=O)O)cc1,9%
c1ccc2c(c1)nnn2-c1ncnc2sc3c(c12)CCCC3,-2%
O=P(N[C@@H](c1ccccc1)[C@@H]1C[C@H]1CO)(c1ccccc1)c1ccccc1,16%
Cc1cc(C(C)c2ccccc2)c(O)c(CN2CCOCC2)c1C (configuration not stated),-5%

(more compounds)
smiles,AmpC det inh
Cc1cc(NC(=O)CSCc2nc(-c3cccc(Cl)c3)oc2C)no1,6%
CCC(C)NC(=O)Cn1c(=O)n(CCCCC(=O)NCc2ccco2)c(=O)c2ccccc21 (configuration not stated),-5%
CN(C)C(CNC(=O)c1cccnc1Sc1ccccc1)c1ccco1 (configuration not stated),-6%
CCOCCCn1c(=N)c(C(=O)NCc2ccc3c(c2)OCO3)cc2c(=O)n3ccccc3nc21,13%
N#Cc1c(N)c(C#N)c(-c2ccc3c(c2)OCO3)c2c1CCCC2,-3%
CC(C)C12CC[C@@]3(CC[C@H]4[C@@](C)(CCC[C@]4(C)C(=O)O)[C@@H]3C1)[C@@H](CN)C2,-7%[5.75 µM]
N#CCCN(Cc1cccnc1)S(=O)(=O)c1ccc(S(=O)(=O)NC2CCCCC2)cc1,1%
O=C(NCc1cccnc1)c1ccc(CS(=O)(=O)c2ccc(Cl)cc2)o1,-3%
Cc1ccc(-c2noc(CCC(=O)NCCCN3CCN(c4cccc(Cl)c4)CC3)n2)cc1,-4%
CCN(CC)CCCN1C(=O)C(O)=C(C(C)=O)C1c1cccc(OC)c1 (configuration not stated),-1%
COc1ccc(N2CCN(CCNC(=O)CCNS(=O)(=O)c3cccs3)CC2)cc1,1%
CC(=O)N1CCN(C(=O)c2cccc(S(=O)(=O)Nc3ccc(C)cc3)c2)CC1,0%
CCOC(=O)C1CCCN(c2cc(=O)n(Cc3ccc(F)cc3)c(=O)[nH]2)C1 (configuration not stated),0%
Cc1cc(C(F)F)n2nc(C(=O)Nc3cc(C)on3)nc2n1,-3%
CCc1ccc(-c2nc(CN3CCCC(C(=O)O)C3)c(C)o2)cc1 (configuration not stated),9%
CCCOc1cccc(NC(=O)c2c(-c3ccccc3)noc2C)c1,-5%
COc1ccc(C)cc1NC(=O)c1ccc(S(=O)(=O)N2CCOCC2)cc1,-1%
CC[C@H](C)[C@H](NS(=O)(=O)c1ccc(C)cc1)C(=O)N1CCC(C(=O)N[C@H](C(=O)O)C(C)C)CC1,-6%
COc1cc2c(cc1OC)-c1cc(Nc3ccc4c(c3)OCCO4)nc(=O)n1CC2,-5%
COc1ccc(Cl)cc1S(=O)(=O)N1CCN=C1C,7%
CC(=O)c1cccc(NC(=O)CCNS(=O)(=O)c2cccc3nsnc23)c1,-3%
COc1ccc(-c2nn(C)c3sc(C(=O)N4CCOCC4)cc23)cc1OC,-3%
CCOC(=O)N1CCC(n2c(SCC(=O)NCc3ccccc3)nc3ccccc3c2=O)CC1,0%
